Bioassay records: PubChem, National Center for Advancing Translational Sciences (NCATS)
IMPase Li cell = IMPase inhibition in cells with lithium potentiation. CHO-M1 cells, IP1 TR-FRET (IP-One), carbachol + lithium. Potency, µM (highest dose often 59.4 µM), for the others: at the highest dose activity, negative = IMPase inhibition, actives largely listed as inhibitors. 210,000 compounds, 0.35% hits. AID 1457;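 note: IP1 builds up when IMPase is blocked and the TR-FRET signal falls; potency is the fitted concentration of half-maximal effect; plate controls were basal vehicle for no effect and high inhibitor control for full effect; nearly all actives have a fitted effect of over 50% in size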
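Steps: plate 2000 CHO-M1 cells per well and culture 16–30 h; add compound and lithium; incubate 30 min, 37C; add d2-IP1 tracer and Eu cryptate anti-IP1 antibody in lysis buffer; read after 10 min at room temperature.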
SMN2 splice enh = increases expression of the SMN2 splice variant. AID 1458. 210,000 compounds, 2.8% hits. HEK293 SMN2-luciferase splicing reporter, luminescence, 30-36 h. Potency, µM (doses to about 46.1 µM), for inactives: at the top dose activity change, positive = activation, hits mostly activators; note: potency is the fitted concentration of half-maximal effect; % of control where 0% means no effect; nearly all actives have a fitted effect of over 55% in size
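HEK293 cells carry an SMN2 minigene-luciferase reporter in which exon 7 inclusion puts luciferase in frame. Cells were seeded at 2000 cells/well, attached for 10-12 hours, then exposed to compounds for 30-36 hours at 37C before ONE-Glo luminescence.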
HttQ103 aggreg = mutant huntingtin aggregation inhibition; PC12 HttQ103-GFP aggregates, Acumen cytometry, 40 h; Potency, µM (top dose mostly 46.1 µM), for inactives: at the top dose activity change, negative = inhibition, hits mostly inhibitors; 220,000 compounds, 1.1% hits; AID 1688; note: potency is the fitted concentration of half-maximal effect; % is set by controls: 0 for no effect and ±100 for the full control effect; nearly all actives have a fitted effect of over 60% in size
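PC12 cells with ecdysone-inducible HTT exon1 Q103-GFP, induced by 100 nM tebufenozide, given compounds in a concentration series. GFP aggregates (1–25 um, 6 SD above background) counted in lysates by laser-scanning cytometry, 488 nm excitation.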
Luc counter = Kinase-Glo luciferase inhibition (counter-screen). Kinase-Glo luciferase, ATP luminescence, 8 min. Potency, µM (top dose mostly 38.3 µM), for the others: at the top dose activity change, negative = inhibition, most hits filed as inhibitors. 200,000 compounds, 0.28% hits. AID 1379; note: potency is the fitted concentration of half-maximal effect; % is set by controls: 0 for no effect and ±100 for the full control effect; nearly all actives have a fitted effect of over 60% in size
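Substrate mix (final 50 mM imidazole pH 7.2, 50 mM KCl, 7 mM MgCl2, 10 uM ATP, 0.01% Tween 20, 0.05% BSA) plus pin-tool compound, then Kinase-Glo detection mix; 8 min ambient, luminescence read.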
Lamin A splicing = modulators of lamin A splicing. HeLa LMNA splicing GFP/RFP minigene ratio, 48 h. Potency, µM (highest dose often 46.1 µM), inactives show at the highest dose ratio change, negative = inhibition, actives largely listed as inhibitors. 200,000 compounds, 0.01% hits; active = well fitted inhibition curve with a large enough effect in the signal ratio, with a control signal flat, not every such curve was filed as active; inconclusive = small, poorly fitted or top-dose-only effect, or effect the other way, or a change in a side signal; the % refers to the signal ratio; note: potency is the fitted concentration of half-maximal effect; % is set by controls: 0 for no effect and ±100 for the full control effect
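Read-out is the ratio of GFP to DsRed2 object intensity, acquired by 488 nm laser-scanning cytometry on HeLa lamin A-EGFP minigene reporter cells. Compound incubation 48 hrs at 37 °C in Opti-MEM with 2% FBS; DMSO 0.5% final.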
HTT ATP protect = cytoprotection in Huntington HTT-Q103 PC12 cell model | PC12 HTT-Q103 induced, cytoprotection, ATP luminescence, 40 h | Potency, µM (series often up to 56.4 µM), for inactives: cytoprotection (ATP increase), most hits filed as activators | 230,000 compounds, 0.14% hits;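 note: potency is the fitted concentration of half-maximal effect; % of control where 0% means no effect; nearly all actives have a fitted effect of over 45% in size; toxic huntingtin expression switched on by the ecdysone agonist tebufenozide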
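PC12 cells stably carrying ecdysone-inducible Htt exon 1 (Q103)–GFP were induced with 100 nM tebufenozide (final) alongside library compounds in a dose series. Cytoprotection was scored as retained ATP by ATPlite luminescence.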
CBFb-RUNX1 inh = blocks binding between human CBF-beta and RUNX1. 230,000 tested, under 10 active. Potency, µM (series often up to 59.8 µM), for the others: top-dose activity, negative = inhibition, usual class: inhibitors. AID 1477. Q01196+Q13951. AlphaScreen CBFb-His/RUNX1-biotin binding, biochemical; note: % of control where 0% means no effect
Target sequence (Q01196 whole entry, looked up): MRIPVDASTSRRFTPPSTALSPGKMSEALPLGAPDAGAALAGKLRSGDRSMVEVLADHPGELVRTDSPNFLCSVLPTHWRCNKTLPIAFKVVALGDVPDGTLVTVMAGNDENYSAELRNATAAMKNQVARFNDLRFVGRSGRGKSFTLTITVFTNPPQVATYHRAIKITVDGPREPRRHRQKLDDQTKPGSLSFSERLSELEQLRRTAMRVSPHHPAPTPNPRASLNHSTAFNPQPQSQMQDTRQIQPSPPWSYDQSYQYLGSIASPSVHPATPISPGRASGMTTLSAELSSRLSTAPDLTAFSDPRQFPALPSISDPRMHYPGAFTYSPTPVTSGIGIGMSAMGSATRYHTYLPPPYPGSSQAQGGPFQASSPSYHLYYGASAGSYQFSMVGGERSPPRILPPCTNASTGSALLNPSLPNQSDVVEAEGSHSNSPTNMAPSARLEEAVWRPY
Target sequence (Q13951 whole entry, looked up): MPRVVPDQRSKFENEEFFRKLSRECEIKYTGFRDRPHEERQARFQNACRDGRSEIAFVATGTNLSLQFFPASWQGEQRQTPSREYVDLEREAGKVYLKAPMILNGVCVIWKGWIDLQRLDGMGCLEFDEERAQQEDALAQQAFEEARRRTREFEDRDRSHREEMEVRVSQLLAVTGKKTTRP
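CBF-beta (His) and RUNX1 (biotin), 30 nM each; 20 min preassociation; + compound, 15 min; + beads 50 ng each (Ni, streptavidin), 90 min; RT; AlphaScreen read.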
Active calls of the source: *; ? = inconclusive; . = no result given; & = joins results of further samples; [ ] = another dose, or the depositor's remark. Unless noted, calls come from the whole dose curve; as a rule, active = well fitted curve in the direction sought with a large enough effect; inconclusive = small, poorly fitted or top-dose-only effect, or another doubt; inactive = no such curve, though single readings can be large; an effect the other way counts as inactive or inconclusive.

SMILES	IMPase Li cell	SMN2 splice enh	HttQ103 aggreg	Luc counter	Lamin A splicing	HTT ATP protect	CBFb-RUNX1 inh
O=C(COC(=O)C1c2ccccc2Oc2ccccc21)Nc1ccc2c(c1)OCO2	23%[38.3 µM]	27%	-7%	-5%	5%	6%[10 µM]	-4%
CCCOc1ccc(C2NC(=O)NC(c3ccccc3)=C2C(C)=O)cc1OCC (centres undefined)	30%[38.3 µM]	-11%	-22%	-2%	4%	-20%	-1%
Cc1ccc(O)c(CC(C)C)n1	-10%[38.3 µM]	5%	12%	-1%	-2%	-16%	-1%
COc1ccc2cc(S(=O)(=O)NCCCN3CCOCC3)ccc2c1	17%[38.3 µM]	-28%	-23%	-2%	-5%	3%[10 µM]	4%
CCCc1c(NC(=O)Nc2ccc(F)cc2)cnn1-c1ccc(Cl)cc1	.	.	-1%[9.22 µM]	.	.	-9%[10 µM]	8%
Cc1cccc(NC(=O)CSc2nnc(-c3ccco3)c(-c3ccco3)n2)c1	9%	.	-15%[9.22 µM]	-1%	24%[46 µM]	-6%[10 µM]	?
O=C(Cc1cccs1)N/N=C/C(Cl)=C/c1ccccc1	4%	?	-7%	-4%	.	-42%[inhibitor]	-14%
COC(=O)c1ccc(CN2CCN(C3CCCC3)C(CCO)C2)cc1 (centres undefined)	24%	.	-4%	2%	.	-2%	0%
Cc1ccc(S(=O)(=O)N2CCCC(C(=O)NCC(C)C)C2)cc1 (centres undefined)	-1%	-22%	3%	2%	.	-19%	11%
COc1ccc(OC)c(-n2c(-c3cccc(S(=O)(=O)N(C)C)c3)n[nH]c2=S)c1	-11%	26%	21%	2%	-6%[46 µM]	-29%	-6%
O=[N+]([O-])c1ccc2[nH]c3c(c2c1)CCCC3	2%	167%	-16%	1%	.	-30%	-5%
C=CCn1c(SCc2csc(C)n2)nc2sc3c(c2c1=O)CCCC3	42%[activator][38.3 µM]	-42%[inhibitor]	-6%[9.22 µM]	7%	?	-44%[inhibitor]	16%
COC(=O)[C@H]1C[C@@H]1[C@H](NC(=O)c1cnccn1)c1ccccc1	-2%&-5%	-3%&-2%	4%	1%&-2%	8%	-6%	2%[2.36 µM]
CCOc1ccc(C(=O)NC2CCN(C(=S)NCc3ccco3)CC2)cc1	1%	0%	-5%	1%	5%	-1%[10 µM]	16%
c1cc2nnnn2nc1N1CCCCC1	-2%[38.3 µM]	0%	-4%	-4%	-6%	-4%	0%
O=c1oc2c(Cl)cc(Cl)cc2cc1-c1nnc(Nc2ccccc2F)s1	-23%[38.3 µM]	-8%	6%	-1%	2%	2%	0%
Cn1c2c(c(=O)[nH]c1=O)C(c1ccc(O)cc1)C1=C(N2)c2ccccc2C1=O (centres undefined)	41%[activator]	-18%	?	-22%	?	-75%[inhibitor]	-5%
O=C(CN1CCSCC1)N/N=C/c1ccc(F)cc1F	23%[38.3 µM]	-17%	-15%	3%	14%	16%	-4%
C=CCn1c(C(C)NC(=O)C(C)(C)C)nc2ccccc21 (centres undefined)	5%	-2%	11%	0%	1%	2%[10 µM]	-2%
CC1=NN(C(=O)COc2cc(C)ccc2C(C)C)C(O)(c2ccccc2)C1 (centres undefined)	.	.	2%[9.22 µM]	.	.	-4%[10 µM]	4%
CC(C)C(=O)N1CCN(c2ccc(NC(=O)COc3ccccc3[N+](=O)[O-])cc2)CC1	23%	-81%[inhibitor]	-14%[9.22 µM]	1%	?	-168%[inhibitor]	0%
COc1ccc(N=Cc2c(O)[nH]c3ccccc23)cc1	0%[38.3 µM]	13µM*	11%	-5%	7%	-66%[inhibitor]	-12%
Cc1ccc(S(=O)(=O)/N=C(\CN2CCOCC2)N2CCCC2)cc1	2%[38.3 µM]	-6%	5%	2%	1%	-1%[10 µM]	3%
C/C(=N\NC(=O)c1nn(C)cc1Br)c1cccc(NC(=O)c2ccncc2)c1	9%	12%	8%	-3%	?	25%[0.074 µM]	5%
CCOc1ccccc1OCCCC(=O)NC1CCCc2ccccc21 (centres undefined)	.	.	-3%	.	-8%	3%[10 µM]	10%
(listing goes on)
SMILES	IMPase Li cell	SMN2 splice enh	HttQ103 aggreg	Luc counter	Lamin A splicing	HTT ATP protect	CBFb-RUNX1 inh
COc1cc(CNCCO)cc(Br)c1OCc1ccccc1	-2%	-20%	-16%[9.22 µM]	-2%	.	-49%[inhibitor]	4%
O=C(CCc1nc2ccccc2s1)c1ccccc1	5%	24%	-1%	-1%	-6%	-8%[10 µM]	11%
COc1cccc2cc(C(=O)c3ccccc3)oc12	-3%	?	-4%	-24%	.	-6%	-6%
Cc1ccc(-c2noc(-c3ccccc3Br)n2)cc1	-3%[38.3 µM]	13µM*	-21%	-3%	14%	-47%[inhibitor]	24%
CCC(C)C(NC(=O)C1CCC(C)CC1)C(=O)NC(C(=O)OC)C(C)C (centres undefined)	-6%[38.3 µM]	28%	1%	0%	6%	-11%	3%
CCCn1c(N2CCN(C)CC2)nc2c1c(=O)[nH]c(=O)n2C	8%	-3%	-15%	-3%	-8%	?	-2%
CO[C@@]1(NC(=O)Cc2cccs2)C(=O)N2C(C(=O)O)=C(COC(N)=O)CSC21 (some centres undefined)	8%	4%	.	-7%	.	-46%[inhibitor]	-20%
Cc1cc(C=C2C(=O)c3ccccc3C2=O)c(C)n1-c1ccc(Cl)cc1	5%	-60%[inhibitor]	9%	-14%	-12%	10%[10 µM]	5%
Cn1cnnc1SCC(=O)N1CCN(C(=O)c2ccco2)CC1	-6%	7%	-11%	-2%	.	-29%	-4%
CCN(CC)CCN(C(=O)c1ccc([N+](=O)[O-])cc1)c1nc2c(OC)cccc2s1	0%	17%	-2%	2%	.	-43%	0%
CC(C)CN(C)Cc1c(C(=O)N2CCc3ccccc3C2)nc2ccc(Cl)cn12	18%	.	-27%	2%	4%[46 µM]	-54%[inhibitor]	7%
COCCN=C1Sc2nc3ccc(C)cc3cc2CN1Cc1ccco1	33%[38.3 µM]	20%	?	-2%	1%	-12%	-19%
O=C(COc1ccc(/C=N/NC(=O)c2ccc(O)cc2)cc1)Nc1cccc([N+](=O)[O-])c1	2%	12%	11%	0%	.	43%[10 µM]	-2%
CCC1C(=O)CC(c2ccc([N+](=O)[O-])cc2)NC1c1ccc([N+](=O)[O-])cc1 (centres undefined)	34%[activator]	.	4%[9.22 µM]	-3%	.	9%[10 µM]	6%
CC(=O)NCCc1ccc(S(=O)(=O)N(C)C2CCS(=O)(=O)C2)cc1 (centres undefined)	29%[38.3 µM]	14%	-10%	2%	-5%	2%	9%
O=C1c2ccccc2NC(c2ccco2)N1O (centres undefined)	24%[38.3 µM]	13%	-22%	-1%	-1%	-2%	1%
Cc1c(Cl)cccc1NC(=O)Nc1ccccc1C(N)=O	-1%	-24%	0%[9.22 µM]	0%	-21%[46 µM]	-9%[10 µM]	2%
COc1cccc(NC(=O)CSc2ncnc3c2cnn3Cc2ccccc2)c1	15%[38.3 µM]	-11%	14%	-3%	-2%	-57%[inhibitor]	1%
Cn1[nH]c(C(F)(F)F)c(C=NCc2ccc(Cl)cc2)c1=O	0%	6%	7%	1%	.	-5%[10 µM]	-7%
O=[N+]([O-])c1ccc(Sc2nnnn2-c2ccccc2)nc1	24%	-9%	?	8%	.	-159%[inhibitor]	-10%
COC(=O)c1sc2nc(C)cc(C)c2c1N	-6%	.	-16%[9.22 µM]	-3%	-1%[46 µM]	-20%[10 µM]	7%
Cc1ccc2sc(C)[n+](CCO)c2c1	5%	-19%	-9%	-2%	.	?	-5%
CCOc1ccccc1OCCOCCOc1c(Cl)cccc1Cl	11%	-8%	9%	-1%	-9%	-4%[10 µM]	?
O=C(CNC(=O)c1cccs1)NCC(=O)OCc1ccc(F)cc1	-2%	-23%	-6%[9.22 µM]	1%	.	-11%[10 µM]	-17%
Cn1ncc(Cl)c1C(=O)Nc1ccc(Cl)cn1	?	?	-18%	-6%	-10%	-10%[10 µM]	5%

Structural class, those above with bromine.
SMILES	IMPase Li cell	SMN2 splice enh	HttQ103 aggreg	Luc counter	Lamin A splicing	HTT ATP protect	CBFb-RUNX1 inh
C/C(=N\NC(=O)c1nn(C)cc1Br)c1cccc(NC(=O)c2ccncc2)c1	9%	12%	8%	-3%	?	25%[0.074 µM]	5%
COc1cc(CNCCO)cc(Br)c1OCc1ccccc1	-2%	-20%	-16%[9.22 µM]	-2%	.	-49%[inhibitor]	4%
Cc1ccc(-c2noc(-c3ccccc3Br)n2)cc1	-3%[38.3 µM]	13µM*	-21%	-3%	14%	-47%[inhibitor]	24%

Following part:
SMILES	IMPase Li cell	SMN2 splice enh	HttQ103 aggreg	Luc counter	Lamin A splicing	HTT ATP protect	CBFb-RUNX1 inh
O=C1c2ccccc2C(O)(Cc2ccccc2)N1Cc1ccco1 (centres undefined)	7%	-9%	-13%	1%	2%	-11%[10 µM]	0%
CCn1nc(C(=O)Nc2ccc3nc(C)sc3c2)c2ccccc2c1=O	17%	4µM*	-12%	-4%	-11%	-43%[10 µM]	7%
O=C(Nc1nccs1)c1sc2cc(Cl)ccc2c1Cl	-25%[38.3 µM]	?	-21%	-6%	?	-11%	2%
S=C(Nc1ccc2c(c1)OCO2)N1CCN(Cc2ccco2)CC1	3%	.	-3%[9.22 µM]	-1%	?	-48%[inhibitor][10 µM]	-10%
COc1ccc(CNC(=O)C/C(C)=N/NC(=O)C(c2ccccc2)c2ccccc2)cc1	-2%[38.3 µM]	-5%	-7%	1%	9%	-18%	3%
Cc1cccc(NC(=O)CSc2nc3nc4c(cc3c(=O)n2-c2ccccc2)CCCC4)c1	-12%	-2%	14%	4%	2%	5%[10 µM]	4%
CC(=O)c1ccc(NC(=O)CN2C(=O)CCC2=O)cc1	-8%	-2%	-1%	6%	-6%[46 µM]	-26%	5%
O=C(c1ccncc1)N1N=C2CCCCCC2C1(O)C(F)(F)F (centres undefined)	11%	.	-14%[9.22 µM]	-2%	8%[46 µM]	44%[10 µM]	5%
Cc1ccc(C)c(/C(=N\N=C(N)N)C2CC2)c1	-12%	-2%[9.22 µM]	.	-5%[7.66 µM]	.	-11%[10 µM]	.
O=C(Cc1c[nH]c2ccccc12)NCc1ccco1	4%	13%	7%	2%	-13%[46 µM]	8%[10 µM]	-8%
COc1ccc(-c2cc(C(=O)NCCc3ccc(S(N)(=O)=O)cc3)c3ccccc3n2)cc1	-26%	-12%	?	-15%	-13%[46 µM]	-101%[inhibitor]	-8%
